Rab2 wt GTP – changes GTP binding to wildtype dog Rab2A, up or down | 0.19% of 190,000 active | GST-Rab2 wt beads, Bodipy-GTP binding, flow cytometry | GTP binding activity, % at 10 µM | P61105;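 active = GTP binding activity at least 20 points away from 100%, either lowered or raised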;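 also: 0% = beads with excess unlabeled GTP and 100% = no-compound control corrected for plate trend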
Avidin fluor – compound fluoresces at 488/530 nm on avidin beads; fluorescence (KMESF) at 10 µM; AID 1775; compound fluorescence 488/530 nm, flow cytometry; stronger effect = higher value; 0.38% of 220,000 active; in the data active = fluorescence above about 47; also: inactives centre near 10
Rac1 wt GTP bind – alters GTP binding to wildtype human Rac1 | P63000 | GST-Rac1 beads, fluorescent GTP binding, flow cytometry; actives lie on both sides; 0 = cold GTP competed, 100 = untreated | GTP binding activity (% of control), % at 10 µM | AID 757 | 0.27% of 190,000 active;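 active = GTP binding activity at least 20 points away from the 100% control level, either lower or higher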
Rab7 wt modul – modulators of GTP binding to dog Rab7 wildtype GTPase; GTP binding activity (percent of control), % at 10 µM; AID 758; 0.055% of 190,000 active; GST-Rab7 beads, fluorescent GTP binding, flow cytometry; actives lie on both sides; untreated = 100%, excess cold GTP = 0%;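 active = fluorescent GTP binding to Rab7 beads changed by at least 20 points from the 100% baseline, either direction, mostly lower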;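 also: median green fluorescence of bound Bodipy-FL-GTP per Rab7 bead population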
Mcl1 Noxa PPI – disrupts binding of human Mcl-1 to Noxa peptide. inhibition, % at 21.7 µM. TR-FRET Mcl-1/Noxa peptide binding, 2 h. 1.5% of 220,000 active. Q07820;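 active = compounds that cut the protein-peptide binding signal by more than 50% relative to plate controls in a single-dose test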;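 also: His-tagged Mcl-1 with rhodamine Noxa BH3 peptide and terbium anti-His antibody; 0% = Mcl-1 plus Noxa peptide wells and 100% = peptide-only wells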
Target sequence (Q07820 whole entry, looked up): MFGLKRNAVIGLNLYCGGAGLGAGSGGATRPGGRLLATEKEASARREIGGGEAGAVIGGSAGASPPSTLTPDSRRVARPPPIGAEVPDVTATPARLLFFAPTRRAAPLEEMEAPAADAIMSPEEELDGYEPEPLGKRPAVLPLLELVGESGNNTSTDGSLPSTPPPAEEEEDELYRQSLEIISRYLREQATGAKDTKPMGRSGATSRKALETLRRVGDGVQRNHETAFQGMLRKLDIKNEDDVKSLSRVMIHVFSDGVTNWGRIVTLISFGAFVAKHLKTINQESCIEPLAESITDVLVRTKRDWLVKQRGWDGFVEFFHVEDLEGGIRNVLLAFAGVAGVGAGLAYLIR
GSH fluor – GSH bead compound fluorescence profile; fluorescence (KMESF) at 10 µM; AID 1776; 0.25% of 190,000 active; GSH beads flow cytometry, compound fluorescence 488/530 nm; stronger effect = higher value; in the data active = fluorescence above about 89;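 also: glutathione beads carrying GST-tagged Bcl family fusion proteins plus one bare bead set; values are compound well signal with DMSO vehicle wells as background; inactives centre near 16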
HRas wt GTP bind – human HRas wildtype GTP binding, change in either direction; P01112; GST-Ras wt beads, Bodipy-FL-GTP binding, flow cytometry; actives lie on both sides; GTP binding activity, % at 10 µM; 0.14% of 190,000 active;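 active = GTP binding activity at least 20% away from the 100% baseline, either lowered as inhibitor or raised as activator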;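 also: 0% = unlabeled GTP competition control and 100% = no-compound control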
Target sequence (P01112 whole entry, looked up): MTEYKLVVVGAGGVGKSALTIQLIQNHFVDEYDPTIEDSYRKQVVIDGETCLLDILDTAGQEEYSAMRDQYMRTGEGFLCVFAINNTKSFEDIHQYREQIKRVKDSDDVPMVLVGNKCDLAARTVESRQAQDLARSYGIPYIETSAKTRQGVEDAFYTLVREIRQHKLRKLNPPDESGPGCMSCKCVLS
Pf gamet viab – inhibitors of late stage P. falciparum gametocyte viability | 0.065% of 150,000 active | P. falciparum stage V gametocytes, ATP luminescence, 24 h | inhibition, % at 10.9 µM;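 active = inhibition above the mean plus 3 SD of compounds within the control limits, set per campaign, cut at about 38% in these data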;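 also: 0% = DMSO wells and 100% = medium only without gametocytes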
Rac1 mut GTP – human Rac1 activated mutant GTP binding change | 0.11% of 190,000 active | GST-Rac1 activated beads, fluorescent GTP binding, flow cytometry; actives lie on both sides; 100% means binding = to untreated wells | P63000 | percent activity (GTP binding), % at 10 µM | AID 764;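 active = GTP binding at least 20 percentage points away from the 100% baseline, in either direction, so actives lie on both sides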
Cdc42 wt – modulators (inhibitors or activators) of GTP binding to human Cdc42 wildtype; P60953; GST-Cdc42 beads, Bodipy-GTP binding, flow cytometry; actives lie on both sides; percent activity (GTP binding), % at 10 µM; 0.2% of 190,000 active;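 active = percent activity GTP binding at least 20 points away from the 100% baseline, either down as inhibitor or up as activator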;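 also: median bead fluorescence of bound Bodipy-FL-GTP at 100 nM; 0% = excess unlabeled GTP control and 100% = no compound control; below 100% means less GTP binding so inhibitor and above means activator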
Target sequence (P60953 whole entry, looked up): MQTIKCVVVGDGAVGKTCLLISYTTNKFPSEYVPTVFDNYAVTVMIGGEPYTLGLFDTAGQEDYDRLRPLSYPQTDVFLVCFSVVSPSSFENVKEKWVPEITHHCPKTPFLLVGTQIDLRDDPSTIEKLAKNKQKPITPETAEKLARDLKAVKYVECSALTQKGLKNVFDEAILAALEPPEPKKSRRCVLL
Mcl1-Bid inh – Mcl-1/Bid interaction inhibition; AID 1021; inhibition, % at 21.7 µM; TR-FRET Mcl-1/Bid-Dy647 peptide binding, 1536-well; 0.97% of 220,000 active; Q07820;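 active = compounds that cut the binding signal by more than half at the single screening dose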;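 also: His-tagged Mcl-1 with europium anti-His antibody binding Bid BH3 peptide; 0% = Mcl-1 plus peptide wells and 100% = peptide-only wells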
The depositor's hits bear a star; nt = not tested or not shown.

SMILES	Rab2 wt GTP	Avidin fluor	Rac1 wt GTP bind	Rab7 wt modul	Mcl1 Noxa PPI	GSH fluor	HRas wt GTP bind	Pf gamet viab	Rac1 mut GTP	Cdc42 wt	Mcl1-Bid inh
N/C(=N\c1nc2ccccc2o1)NC(=O)c1ccccc1F	100	37	100	100	21	28	100	13	97	99	-7
Cc1onc(-c2ccccc2Cl)c1C(N)=O	97	31	101	96	-15	13	99	0	98	99	-16
CN(C)c1nc(N(C)C)nc(N(C)C)n1	98	11	103	95	8	19	99	nt	98	101	4
CC/C(=N\OC(=O)c1ccc(OC(C)C)cc1)c1ccc(C)cc1	100	9	101	101	11	35	101	2	98	101	-3
Cc1cc(C)n(S(=O)(=O)Cc2ccccc2)n1	101	16	102	105	-7	4	104	nt	99	102	-13
CCN(CC)S(=O)(=O)c1ccc(N2CCN(S(=O)(=O)c3ccccc3C#N)CC2)nc1	96	3	96	97	-1	18	97	0	96	97	-17
CCC(=O)N1CCc2cc(S(=O)(=O)NC(Cc3ccccc3)C(=O)NC3CCCCC3C)ccc21 (centres undefined)	99	6	104	100	12	44	102	nt	100	103	3
CCOC(=O)C1(C)NC(c2ccco2)C2C(=O)N(C)C(=O)C21 (centres undefined)	97	12	96	97	3	11	96	0	96	98	-32
O=C(Cn1c(=O)n(-c2ccc(F)cc2)c(=O)c2sccc21)c1ccccc1	100	5	100	103	15	6	100	-11	101	101	-7
Cc1ccc(NC(=O)OCCNC(=O)c2ccncc2)cc1	100	10	100	98	4	64	98	-39	100	102	-13
Cc1cnc(C(=O)N2CCCC(C(=O)c3ccc(C(C)(C)C)cc3)C2)cn1 (centres undefined)	96	8	97	97	-3	16	96	-9	92	99	-40
CCOc1cc(C(=O)OCC(=O)Nc2ccc(Cl)cn2)ccc1OCC(=O)N1CCOCC1	101	2	105	101	29	11	100	4	101	99	-3
Cn1c(C(=O)NCc2ccccc2)cc2oc3ccccc3c21	99	12	99	95	-8	27	96	7	97	95	-22
Cc1ccccc1-c1nc(CN2CCC(C(=O)NCCCN3CC(C)CC(C)C3)CC2)c(C)o1 (centres undefined)	98	9	98	97	-7	44	98	-27	97	99	-33
O=C(COC(=O)c1cc[n+]([O-])cc1)Nc1ccc([N+](=O)[O-])cc1Cl	100	9	98	103	0	13	100	-5	97	97	-8
COC(=O)C1=C(C)N=C2SCCC(=O)N2C1c1cc(Br)ccc1OC (centres undefined)	104	15	102	100	3	31	101	nt	98	107	-30
COc1ccc(CCNC(=O)COc2ccc(S(=O)(=O)NC3CCCCC3)cc2Cl)cc1	102	14	99	96	-6	70	103	nt	99	103	-16
COc1ccc(-c2c(C)nn3c(N)c(C#N)cnc23)cc1OC	96	8	102	97	-5	22	97	-22	96	96	-37
Cc1ccc(-c2noc(CCC(=O)Nc3ccccc3C)n2)cc1	95	5	101	97	-3	37	98	25	96	97	2
c1ccc(COc2ccccc2CNc2nn[nH]n2)cc1	96	11	94	94	0	20	95	-1	96	101	-25
O=C(CN1C(=O)NC(Cc2ccccc2)(Cc2ccccc2)C1=O)NCC1CCCCC1	105	9	117	106	6	10	107	-4	104	107	-26
COc1ccc(C2(CNC(=O)c3cc([N+](=O)[O-])cc([N+](=O)[O-])c3)CCCC2)cc1OC	100	12	104	100	22	4	103	-4	100	103	-13
Cn1c(Cn2c(=O)sc3ccccc32)nnc1SCC(=O)N1CCOCC1	102	6	99	103	-8	18	101	nt	98	102	-22
CN1C(=O)N2CN(C3CCCCC3)CN3C(=O)N(C)C1C23 (centres undefined)	101	11	104	99	10	8	103	nt	100	103	-9
O=C(Nn1c(-c2ccncc2)nc2ccccc2c1=O)c1ccccc1Br	99	9	98	103	16	14	96	nt	95	94	-8

Some of these compounds in order of the Rac1 wt GTP bind value, low to high:
Compound,Rac1 wt GTP bind
COc1ccc(CCNC(=O)COc2ccc(S(=O)(=O)NC3CCCCC3)cc2Cl)cc1,99
N/C(=N\c1nc2ccccc2o1)NC(=O)c1ccccc1F,100
O=C(CN1C(=O)NC(Cc2ccccc2)(Cc2ccccc2)C1=O)NCC1CCCCC1,117

In the list so far, these have a furan ring, fused or not:
SMILES	Rab2 wt GTP	Avidin fluor	Rac1 wt GTP bind	Rab7 wt modul	Mcl1 Noxa PPI	GSH fluor	HRas wt GTP bind	Pf gamet viab	Rac1 mut GTP	Cdc42 wt	Mcl1-Bid inh
CCOC(=O)C1(C)NC(c2ccco2)C2C(=O)N(C)C(=O)C21 (centres undefined)	97	12	96	97	3	11	96	0	96	98	-32
Cn1c(C(=O)NCc2ccccc2)cc2oc3ccccc3c21	99	12	99	95	-8	27	96	7	97	95	-22

Further entries follow.
SMILES	Rab2 wt GTP	Avidin fluor	Rac1 wt GTP bind	Rab7 wt modul	Mcl1 Noxa PPI	GSH fluor	HRas wt GTP bind	Pf gamet viab	Rac1 mut GTP	Cdc42 wt	Mcl1-Bid inh
Nc1ncnc2c1C1(CCCCC1)Cc1ccccc1-2	102	2	106	100	2	6	102	6	100	97	-8
C=CCn1c(SCCC(=O)O)nc2c1c(=O)n(C)c(=O)n2C	100	19	96	97	8	16	100	10	97	97	-20
CCOC(=O)c1c(-c2cccs2)csc1NC(=O)CN1CCOCC1	101	10	104	103	20	55	102	nt	100	100	-14
COc1ccc(NC(=S)N2CCN(C/C=C/c3ccccc3)CC2)c(OC)c1	97	9	97	98	2	14	97	-17	96	98	-32
O=C(Nc1cccnc1)c1ccc2snnc2c1	99	25	102	99	-9	10	101	nt	100	103	-21
CCc1cc(-c2n[nH]c(=S)n2-c2ccccc2C)cs1	98	10	106	100	18	60	102	nt	98	104	-31
CC(=O)N1CCc2c(sc(NC(=O)CN3C(=O)c4ccccc4C3=O)c2C(N)=O)C1	95	6	100	95	22	18	94	nt	93	94	-15
COc1ccc(Cc2nnc(NC(=O)C(C)(C)C)s2)cc1	99	12	98	103	-2	14	100	13	98	98	-31
CC(=O)Nc1sc2c(c1C(c1ccccc1Cl)N1CCN(CCO)CC1)CCCC2 (centres undefined)	97	11	98	103	11	11	98	nt	97	96	-34
COc1ccc(N(CC(=O)NCc2cccs2)S(=O)(=O)c2c(C)nn(C)c2C)cc1	100	8	99	101	-3	24	96	nt	97	98	-6
COc1ccc2[nH]cc(CCNS(=O)(=O)Cc3ccccc3)c2c1	98	13	100	100	-14	12	97	nt	95	97	-61
COc1cccc(C(=O)Nc2nc3ccc(S(C)(=O)=O)cc3s2)c1	100	9	106	103	1	15	97	-8	97	99	2
CCN1CCN(Cc2c(O)ccc3c2O/C(=C\C=C\c2ccccc2OC)C3=O)CC1	101	15	98	99	-2	14	100	-3	101	101	-63
COC(=O)c1ccc(COC(=O)CNS(=O)(=O)c2ccc(C)cc2)cc1	95	12	95	103	-4	65	95	2	93	95	-8
COc1ccccc1N1CCN(C(c2cccs2)C(C)NC(=O)c2cccs2)CC1 (centres undefined)	98	6	108	97	-8	25	102	nt	101	103	-14

Single entries from the entries so far.
CCOc1cc(C(=O)OCC(=O)Nc2ccc(Cl)cn2)ccc1OCC(=O)N1CCOCC1 @ Mcl1-Bid inh = -3
COc1ccc(NC(=S)N2CCN(C/C=C/c3ccccc3)CC2)c(OC)c1 @ Mcl1-Bid inh = -32

Screening results as filed in PubChem.
